Assay outcomes as filed in PubChem.
PglD inh – C. jejuni PglD acetyltransferase inhibitors, primary screen, biochemical, DTNB colorimetric, single point; UDP-N-acetylbacillosamine N-acetyltransferase PglD (Campylobacter jejuni); actives 0.098% (n = 360,000); inhibition, % at 12.5 µM; AID 602405, 2012; purified PglD enzyme, DTNB colorimetric CoA detection; in the data active = inhibition above about 16%, passing the limit was not always enough; note: strong numbers were not always called active
S100A4 MyoIIA – inhibitors of S100A4-myosin IIA peptide binding, primary screen, biochemical, fluorescence polarization, TAMRA-MyoIIA peptide; Protein S100-A4 (Homo sapiens), P26447; actives 0.14% (n = 360,000); inhibition, % at 10.7 µM;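 active = mean inhibition of at least 70% across replicates, with every replicate also reaching that level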
Target sequence (P26447 whole entry, looked up): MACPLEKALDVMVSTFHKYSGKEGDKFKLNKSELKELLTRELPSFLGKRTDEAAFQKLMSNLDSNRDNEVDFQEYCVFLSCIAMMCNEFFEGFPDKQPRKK
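Material: S100A4 monomer (human). Medium: Calcium-containing HEPES buffer, pH 7.2. Probe or stimulus: labelled myosin peptide probe, 5 nM. Compound dosing: one concentration per compound. Timing: polarization read 5 min after assay mix addition, stable 5–60 min. Benchmarks: DMSO as neutral control, TFP as positive control.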
FN deposit inh – inhibitors of fibronectin matrix deposition, primary screen, AH1F cells, Alexa488-fibronectin fluorescence, plate reader. AH1F fibroblasts, overnight. inhibition, % at 12.6 µM. actives 0.086% (n = 350,000);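 active = mean inhibition across replicates of 30% or more, regardless of how many single replicates reach that level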;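 note: positive control wells lacked labelled fibronectin entirely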
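test system = AH1F fibroblasts assembling fluorescent fibronectin matrix | quantity = 10000 AH1F cells per well | buffer or medium = DMEM plus 2% serum, read in PBS | doses = single dose, pinned | incubation = 1 h cell attachment, overnight exposure to compound and label | detection = fluorescence at 485 nm excitation, 525 nm emission | read-out basis = inhibition from reduced deposited-fibronectin fluorescence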
EWS-Fli inh – EWS/Fli-driven NR0B1 reporter inhibitors, primary screen, A673 cells, NR0B1 luciferase, luminescence, MLPCN library; inhibition, % at 12.6 µM; actives 0.67% (n = 350,000); viability-normalised;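 active = mean inhibition of at least 50% after viability correction, with every replicate also passing that limit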;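 note: firefly luciferase signal divided by Alamar Blue viability fluorescence both relative to DMSO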
LGR2 inh – inhibitors of bursicon-induced LGR2 CRE-luciferase signal, primary screen, cell-based, HEK293, CRE-luciferase reporter, bursicon stimulation; actives 0.35% (n = 380,000); AID 720647, 2013; bursicon-stimulated, 4 h; Drosophila bursicon receptor LGR2 (rickets); inhibition, % at 9.99 µM;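 active = drop in luminescence signal, shown as inhibition above about 50% in the replicate tests, limit read from the data, passing the limit was not always enough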;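 note: agonist challenge used bursicon conditioned medium at about half maximal strength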
ERAP1 inh – human ERAP1 aminopeptidase inhibitors, primary screen, biochemical, single point, plate reader; recombinant ERAP1, Leu-AMC fluorescence, 60 min; inhibition, % at 10.7 µM; actives 0.15% (n = 340,000);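 active = mean replicate inhibition of at least 30%, or all replicates individually reaching that 30% level; inactive = mean below 30% and not every replicate reaching it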;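 note: 0% = neutral control wells and 100% = L-leucinethiol positive control wells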
Target sequence (Q9NZ08 whole entry, looked up): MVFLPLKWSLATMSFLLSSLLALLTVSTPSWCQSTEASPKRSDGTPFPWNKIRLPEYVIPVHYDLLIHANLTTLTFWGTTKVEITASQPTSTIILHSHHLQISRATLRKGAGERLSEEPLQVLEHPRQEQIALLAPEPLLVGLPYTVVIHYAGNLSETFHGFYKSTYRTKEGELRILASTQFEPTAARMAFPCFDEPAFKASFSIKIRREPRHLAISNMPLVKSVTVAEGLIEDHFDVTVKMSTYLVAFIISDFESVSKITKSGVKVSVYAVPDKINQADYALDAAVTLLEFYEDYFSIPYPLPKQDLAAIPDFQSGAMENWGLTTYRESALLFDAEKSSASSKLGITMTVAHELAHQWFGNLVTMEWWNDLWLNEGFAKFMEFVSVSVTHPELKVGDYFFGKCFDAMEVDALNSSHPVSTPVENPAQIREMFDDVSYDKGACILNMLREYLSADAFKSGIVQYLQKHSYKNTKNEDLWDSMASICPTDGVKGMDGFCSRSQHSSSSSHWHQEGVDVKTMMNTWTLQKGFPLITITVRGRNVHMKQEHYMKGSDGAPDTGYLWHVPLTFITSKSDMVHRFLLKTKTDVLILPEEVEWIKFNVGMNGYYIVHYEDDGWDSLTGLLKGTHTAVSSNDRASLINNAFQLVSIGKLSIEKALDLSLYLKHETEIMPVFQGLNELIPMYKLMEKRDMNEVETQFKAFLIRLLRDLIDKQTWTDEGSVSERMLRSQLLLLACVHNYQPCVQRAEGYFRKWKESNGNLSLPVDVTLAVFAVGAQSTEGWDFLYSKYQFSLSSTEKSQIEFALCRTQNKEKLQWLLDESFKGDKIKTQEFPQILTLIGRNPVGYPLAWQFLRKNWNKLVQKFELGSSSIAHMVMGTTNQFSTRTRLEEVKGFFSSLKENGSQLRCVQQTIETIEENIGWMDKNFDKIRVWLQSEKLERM
PAX8 inh HTS – inhibitors of PAX8-driven TPO luciferase reporter, primary screen, RMG-I cells, single concentration; SteadyGlo, 24 h; inhibition, % at 12.6 µM; actives 1.2% (n = 360,000);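 active = mean replicate inhibition at least 60% with every replicate also reaching 60%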;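 note: luciferase light reporting Pax8 driven TPO promoter activity; plate controls were median of neutral control wells for no effect and mitoxantrone controls for full effect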
PGC1a acetyl inh – inhibitors of PGC1a acetylation signal, primary screen, cell-based, U2OS, AlphaScreen, inhibitor mode. AID 651687, 2012. AlphaScreen anti-acetyl-lysine; with virally co-expressed GCN5 acetyltransferase. inhibition, % at 15.6 µM. actives 0.17% (n = 350,000);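 active = every replicate shows inhibition of at least 40%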;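 note: 0% = neutral control wells and 100% = positive control wells; some results beyond the cut were filed as inactive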
Starred values were filed as active, the others as inactive; / = not tested or not shown.

Fields: PglD inh	S100A4 MyoIIA	FN deposit inh	EWS-Fli inh	LGR2 inh	ERAP1 inh	PAX8 inh HTS	PGC1a acetyl inh
- CC1CCN(S(=O)(=O)c2ccc3c(c2)N(CC(=O)NCCCOC(C)C)C(=O)CS3)CC1
    -2.8	1.3	2.8	/	8.8	3.7	6.6	-3.6
- C[C@@H]1CCCCO[C@@H](CN(C)S(=O)(=O)c2cn(C)cn2)[C@@H](C)CN([C@H](C)CO)C(=O)c2cc(NC(=O)CCCN(C)C)ccc2O1
    0.4	4.3	/	-8.4	2.3	2.5	-12.3	-4.0
- CCN(CC)S(=O)(=O)c1cc(C(=O)N=c2sccn2C)ccc1OC
    2.6	1.9	1.8	-1.4	-0.8	1.6	5.3	-2.1
- CCn1cc([N+](=O)[O-])c(C(=O)Nc2ccn(Cc3ccccc3)n2)n1
    3.7	-1.8	-6.5	3.4	-5.5	-1.9	-27.0	-7.6
- CC(C(=O)NC1CCCC1)N(c1ccc(Oc2ccccc2)cc1)S(C)(=O)=O (centres undefined)
    /	-4.3	-8.7	-9.1	3.4	0.3	-6.1	3.8
- CC(=O)Nc1ccc2c(c1)C(=O)N(C)[C@H]1CC[C@@H](CC(=O)NCc3ccccc3Cl)O[C@H]1CO2
    -3.1	-4.3	-20.3	-79.1	-1.2	-1.6	-5.1	-1.7
- O=C(O)c1cccc(Br)c1
    1.0	-20.9	/	-14.5	7.1	-0.3	/	12.4
- O=C(c1ccc2c(c1)OCO2)N(CC1CCCO1)C1(C(=O)NC2CCCCC2)CCCCC1 (centres undefined)
    -3.8	/	-10.9	/	/	/	-4.1	0.4
- COc1ccccc1N1CCN(S(=O)(=O)c2cc(C(F)(F)F)cc(C(F)(F)F)c2)CC1
    3.1	-2.2	3.1	10.1	-7.5	/	12.3	-7.4
- O=C(NCCCO)C(=O)Nc1cc2c3c(c1)CCC(=O)N3CCC2
    -2.1	-0.3	21.0	4.8	0.5	-0.6	-9.4	/
- CCC(Cc1ccccc1)NC(=O)C1CCC(CNc2c(N3CCCC3)c(=O)c2=O)CC1 (centres undefined)
    /	-3.0	-8.5	-0.8	-7.8	2.8	2.0	-3.9
- CC(=O)Nc1cccc(NC(=O)CSc2nc(C3CC3)nc3ccccc23)c1
    2.8	-48.3	5.3	9.3	-12.2	-3.9	54.1	8.5
- OC[C@H]1[C@@H](c2ccc(-c3cccnc3)cc2)[C@H]2CN(CC3CC3)CCCCN21
    -1.8	-12.6	/	-3.1	9.3	/	-3.6	4.3
- O=C1CCC(C(=O)N(CCO)Cc2ccccc2)CN1CCc1cccc(F)c1 (centres undefined)
    /	-1.9	/	-0.8	-1.8	0.5	6.0	/
- COc1ccc(CC(=O)NCC(=O)N/N=C(/C)c2ccco2)cc1
    /	-8.6	2.2	7.7	4.1	-2.2	0.6	8.3
- COc1ccc(NC(=O)N(C)C[C@H]2OCCCC[C@H](C)Oc3ccc(NC(=O)Nc4c(C)noc4C)cc3C(=O)N([C@@H](C)CO)C[C@@H]2C)cc1
    -0.8	2.3	/	-5.6	4.3	-0.5	-5.3	-1.0
- COc1cc(NC(=O)c2ccco2)c(OC)cc1NC(=O)c1cc(OC)c(OC)c(OC)c1
    -10.2	/	4.5	/	/	/	1.0	-12.9
- CCOc1ccc(NC(=O)CN2CCN(CC(=O)Nc3ccc(OC)cc3OC)CC2)cc1
    4.3	-0.3	-1.5	7.0	-13.4	-0.9	2.5	-16.2
- CC(=O)Nc1c(O)nc(C)[nH]c1=O
    /	-4.2	-1.0	-2.0	3.0	4.8	2.9	/
- COc1cccc(-c2ccc([C@@H]3[C@@H](CO)N4C(=O)CN(C(=O)CN5CCOCC5)C[C@H]34)cc2)c1
    /	0.5	/	3.6	-14.0	2.5	-6.5	-7.2
- COCCNC(=S)NNC(=O)c1cc(-c2cccnc2)nc2ccccc12
    -3.6	1.6	-8.0	/	-6.4	1.2	0.3	-3.5
- N#C/C(=C\c1ccncc1)c1ccc(NC(N)=O)cc1
    5.7	-6.3	-2.5	-3.9	20.7	2.0	-16.0	/
- Cc1cc(=O)[nH]c(NCc2ccc(Cl)cc2)n1
    5.5	0.9	3.0	-3.7	-11.0	-2.2	-30.5	-1.9
- CN1c2ccc(-c3ccccc3)cc2[C@@H]2[C@@H](CCN2C(=O)c2ccccn2)[C@H]1CO
    4.5	7.5	0.6	-93.8	-5.8	0.1	-79.2	4.7
- COc1cccc(NS(=O)(=O)c2cc3c(cc2C)N(C)CCO3)c1
    -1.3	1.0	1.1	-11.8	9.6	3.1	29.3	1.3
- O=C(C[C@H]1CC[C@@H]2[C@H](COC[C@H](O)CN2S(=O)(=O)c2ccc(Cl)cc2)O1)NCCN1CCCC1
    3.8	-4.1	-2.2	-4.0	7.9	0.7	-4.9	0.0
- CCN(CCO)c1ccc(N=Nc2cc(C)[nH]n2)cc1
    /	0.5	-3.6	63.6*	91.9*	-0.1	86.6*	/
- COc1cccc(S(=O)(=O)Nc2ccc3c(c2)C(=O)N(C)C[C@H](OC)[C@@H](C)CN[C@H](C)CO3)c1
    2.0	-8.8	2.1	4.8	17.4	-0.9	/	-6.7
- Cc1ccc(NC(=O)Nc2c(C)n(C)n(-c3ccccc3)c2=O)cc1
    -4.1	-1.2	-1.4	-13.5	-1.7	-4.4	-27.5	/
- Cc1cc(C)c(NC(=O)COC(=O)c2ccncc2)c(C)c1
    -6.1	-2.8	/	5.4	18.8	-5.9	6.5	11.4
- CCCNC(=O)Nc1ccc2c(c1)C(=O)N(C)C[C@@H](OC)[C@@H](C)CN(C(=O)C1CCOCC1)[C@@H](C)CO2
    2.7	6.0	9.2	-3.1	19.6	3.4	-7.9	-1.1
- C[C@H]1CN([C@@H](C)CO)C(=O)Cc2cc(NC(=O)CCC(F)(F)F)ccc2O[C@@H]1CN(C)C
    1.7	107.5*	/	-3.9	1.7	-1.6	-2.9	0.2
- COc1ccc(CCC(=O)OCC(=O)NCc2ccc3c(c2)OCO3)cc1
    1.3	1.7	2.0	4.2	13.0	0.7	5.6	5.3
- C[C@@H]1CN([C@H](C)CO)C(=O)c2cc(-c3ccccc3)cnc2O[C@H]1CN(C)C(=O)Nc1ccc2c(c1)OCO2
    -0.6	-17.4	/	-1.0	-8.5	3.8	-14.6	6.5
- COCCNC(=O)CCCn1c(=O)c2cc(OC)c(OC)cc2n(CC(=O)Nc2ccc(C)c(F)c2)c1=O
    /	-36.7	-2.7	13.1	-0.9	/	-4.7	-13.7
- COCCN(C[C@H]1[C@H](c2ccccc2)[C@H](CO)N1C(C)=O)C(=O)c1ccncc1
    -1.8	5.0	-4.0	-0.6	-2.6	-3.0	2.5	14.6
- COc1ccc(NC(C)=O)cc1NC(=O)CSc1nnc(-c2ccccn2)n1C
    3.1	/	-2.5	/	4.5	/	/	6.3
- Cc1nc(-c2ccccc2)sc1C(=O)Nc1ccc(S(N)(=O)=O)cc1
    1.6	2.4	10.5	3.7	14.5	-2.9	26.3	3.3
- CN1C(=O)c2cc(NC(=O)c3ccc(F)c(F)c3)ccc2OC[C@H]2O[C@H](CC(=O)N[C@H]3CCN(Cc4ccccc4)C3)CC[C@H]21
    -3.2	-6.6	-2.6	3.6	6.8	-2.1	3.0	/
- C[C@@H]1CN([C@@H](C)CO)C(=O)c2cc(NS(=O)(=O)c3ccccc3)ccc2O[C@@H](C)CCCCO[C@@H]1CN(C)S(=O)(=O)c1ccc(Cl)cc1
    /	31.1	-2.0	16.4	13.0	-1.6	33.3	-5.5

Individual results from above:
PglD inh with C[C@H]1CN([C@@H](C)CO)C(=O)Cc2cc(NC(=O)CCC(F)(F)F)ccc2O[C@@H]1CN(C)C : 1.7
LGR2 inh with CCCNC(=O)Nc1ccc2c(c1)C(=O)N(C)C[C@@H](OC)[C@@H](C)CN(C(=O)C1CCOCC1)[C@@H](C)CO2 : 19.6

The listing continues:
Fields: PglD inh	S100A4 MyoIIA	FN deposit inh	EWS-Fli inh	LGR2 inh	ERAP1 inh	PAX8 inh HTS	PGC1a acetyl inh
- COc1cc2oc3cc(C)oc(=O)c3c2cc1OC
    /	-3.9	2.4	-5.4	-11.6	-0.9	-25.7	/
- COc1ccc(NS(=O)(=O)c2csc(C(N)=O)c2)cc1OC
    -3.3	-13.7	0.2	18.4	23.3	1.5	-1.7	9.6
- O=C(c1cccc(F)c1)N1CCCCN2[C@H](CO)[C@@H](c3ccc(/C=C/c4ccccc4)cc3)[C@@H]2C1
    5.0	/	/	11.2	6.3	0.9	26.2	-12.6
- Cc1c(NC(=O)CSc2ncn[nH]2)c(=O)n(-c2ccccc2)n1C
    -2.6	0.5	/	/	2.4	1.0	/	/
- CC1CCC(=O)N(CCSc2ccccc2)CC1 (centres undefined)
    4.0	0.7	-8.2	-19.3	18.6	0.3	-139.2	-10.3
- O=C(OCc1ccc([N+](=O)[O-])cc1)c1cnc(Cl)c(Cl)c1
    -8.5	3.7	1.2	4.7	0.4	-0.9	-4.4	-3.3
- O=C(CN(Cc1ccccc1)S(=O)(=O)c1ccc(Br)cc1)N/N=C/c1ccccc1C(=O)O
    1.4	-1.4	2.3	-1.5	1.7	2.2	-2.2	-9.6
- C=CCn1c(SCC(=O)NCC2CCCO2)nc2sc(C)c(C)c2c1=O (centres undefined)
    -6.8	-11.6	1.0	-3.7	12.4	0.0	1.9	/
- COc1ccc(-c2ccc([C@H]3[C@H]4CN(Cc5ccc(F)cc5)CC(=O)N4[C@H]3CO)cc2)cc1
    /	3.6	/	3.9	-0.3	0.1	-0.1	2.8
- C[C@H](CO)N1C[C@H](C)[C@H](CN(C)C)Oc2cc(C#Cc3ccc(F)cc3)ccc2S1(=O)=O
    /	/	-25.8	4.8	7.9	/	-6.0	-14.5

A draw from above in order of count of non-hydrogen atoms, low to high.
Fields: PglD inh	S100A4 MyoIIA	FN deposit inh	EWS-Fli inh	LGR2 inh	ERAP1 inh	PAX8 inh HTS	PGC1a acetyl inh
- CC1CCC(=O)N(CCSc2ccccc2)CC1 (centres undefined)
    4.0	0.7	-8.2	-19.3	18.6	0.3	-139.2	-10.3
- C[C@H](CO)N1C[C@H](C)[C@H](CN(C)C)Oc2cc(C#Cc3ccc(F)cc3)ccc2S1(=O)=O
    /	/	-25.8	4.8	7.9	/	-6.0	-14.5
- COc1ccc(-c2ccc([C@H]3[C@H]4CN(Cc5ccc(F)cc5)CC(=O)N4[C@H]3CO)cc2)cc1
    /	3.6	/	3.9	-0.3	0.1	-0.1	2.8

New compounds follow.
Fields: PglD inh	S100A4 MyoIIA	FN deposit inh	EWS-Fli inh	LGR2 inh	ERAP1 inh	PAX8 inh HTS	PGC1a acetyl inh
- CCOc1cc(Br)c(COc2ccc(C)nc2[N+](=O)[O-])cc1OCC
    1.1	-1.1	-0.9	2.0	4.1	-0.8	12.9	/
- COc1cccc(C2C3=C(CC(C)(C)CC3=O)Nc3cc4c(cc32)OCO4)c1 (centres undefined)
    -3.3	1.5	8.0	9.2	-0.3	/	4.7	-7.9
- CCCCN(C=O)c1c(CC)nc2c(OCCC)cccn12
    -0.5	1.0	-2.2	10.2	1.9	1.1	-6.3	/
- CCOc1cc(/C=N/N=C2/NC(=O)C(CC(=O)O)S2)ccc1OS(=O)(=O)c1ccc(C)cc1 (centres undefined)
    /	1.6	-7.8	11.0	-5.6	-1.5	14.3	10.1
- CCOC(=O)c1cnn(Cc2ccccc2)c1N
    /	-1.5	/	-4.2	6.1	0.5	/	/
- CCOc1ccc(N=CC2=C(O)CC(C)(C)CC2=O)cc1
    0.4	/	3.6	/	/	/	-6.7	35.0
